Mtb RmlCD inh = blocks M. tuberculosis RmlC and RmlD coupled enzymes | P9WH09+P9WH11 | RmlC+RmlD coupled enzyme assay, percent inhibition; primary screen in compound mixtures | inhibition, % at 3.6 µM | 160,000 tested, 0.03% active; in the data active means inhibition mostly above about 34%, no sharp cut-off; further: some results filed as inactive read as strong as hits
Target sequence (P9WH09 whole entry, looked up): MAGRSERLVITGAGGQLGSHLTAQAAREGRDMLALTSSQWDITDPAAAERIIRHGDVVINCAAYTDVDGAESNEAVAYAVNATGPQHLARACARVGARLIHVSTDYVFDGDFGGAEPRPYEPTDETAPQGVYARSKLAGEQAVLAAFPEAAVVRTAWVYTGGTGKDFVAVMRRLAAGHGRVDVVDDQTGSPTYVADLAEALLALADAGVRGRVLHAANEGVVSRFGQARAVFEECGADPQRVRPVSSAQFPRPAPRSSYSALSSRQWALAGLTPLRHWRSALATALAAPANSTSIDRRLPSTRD
Target sequence (P9WH11 whole entry, looked up): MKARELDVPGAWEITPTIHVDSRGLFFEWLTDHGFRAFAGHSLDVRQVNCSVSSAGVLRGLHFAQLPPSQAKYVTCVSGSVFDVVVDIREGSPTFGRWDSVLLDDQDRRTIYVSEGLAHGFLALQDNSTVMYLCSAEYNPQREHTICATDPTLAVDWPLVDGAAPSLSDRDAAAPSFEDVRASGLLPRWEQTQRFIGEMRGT
GlmU inhibition = inhibition of mycobacterial GlmU enzyme – biochemical, glucosamine-1-phosphate acetyltransferase (AID 1376) | M. tuberculosis GlmU acetyltransferase enzyme assay; higher % means a stronger effect | inhibition, %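 (tested at 30 µM in the primary screen)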; hits with a dose series show IC50 in µM | 220,000 tested, 0.25% active; in the data active means inhibition above about 13%;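 further: 0% = complete reaction with vehicle and 100% = reaction without substrate; strong numbers were not always called active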
* marks the source's active call; other numbers are inactive results; / = no result given. A portion of the library; rates above refer to the full screens.

SMILES	Mtb RmlCD inh	GlmU inhibition
CC1CCc2c(sc(/N=C/c3ccco3)c2C(N)=O)C1 (stereo unspecified)	7	-3.5%
COc1ccc(C(=O)C2CCCN(Cc3ccc(C)s3)C2)c(OC)c1 (stereo unspecified)	49	4.0%
C/C=C/C=C/C(=O)Nc1cccc(C2=NOC3(C2)C[C@H](C(N)=O)N(C(=O)CC(c2ccccc2)c2ccccc2)C3)c1 (stereo partly specified)	9	2.1%
CCOc1ccc(C(=O)NCCc2ccccc2)cc1	0	3.3%
CCOC(=O)c1[nH]c(C)c(C(=O)OCC(=O)N(C)C2CCS(=O)(=O)C2)c1C (stereo unspecified)	4	-2.5%
CC1=NN(c2ccccc2)C(=O)C1C(=O)c1ccccc1 (stereo unspecified)	6	0.9%
O=C(O)c1ccc(C2SCC(=O)N2Cc2ccccc2)cc1 (stereo unspecified)	/	-3.5%
COc1ccccc1NC(=O)C(=O)/C=C(\O)c1ccccc1	/	-3.2%
CC(Nc1ccccc1N1CCCCC1)C(=O)N1CCc2ccccc21 (stereo unspecified)	-6	-2.1%
CC(C)C(Nc1ccc(S(=O)(=O)N2CCOCC2)cc1[N+](=O)[O-])C(=O)O (stereo unspecified)	/	-1.1%
COc1cccc(-c2nc(NC(C)(C)C)c3ccccc3n2)c1O	/	0.1%
CC(NC(=O)COc1ccccc1)C1COc2ccccc2O1 (stereo unspecified)	/	5.4%
CCOC(=O)C12CNC(=O)C(C(=O)OCC)(CNC1=O)C2	-6	3.6%
Cc1ccc2nc(Cl)c(C3CC(c4ccco4)=NN3C(=O)CCCC(=O)O)cc2c1 (stereo unspecified)	/	-0.6%
COc1ccccc1/C=C/C=N/n1c(-c2n[nH]c3c2CCC3)n[nH]c1=S	7	0.3%
COc1cc(CCCN2C(N)=NC[C@@H]2c2ccccc2)cc(OC)c1OC	/	2.8%
CCOc1ccc2c(c1)c(N=O)c(O)n2C	/	3.8%
Cc1nn(S(=O)(=O)c2cccs2)c(C)c1Sc1ccccc1	43	3.0%
O=C(NC1CCCC1)C(c1cccs1)N(Cc1ccco1)C(=O)Cn1nnc(-c2cccs2)n1 (stereo unspecified)	-2	2.1%
COc1ccccc1-c1c(C)oc2c(CN3CCN(C)CC3)c(O)ccc2c1=O	/	-1.8%
O=C(NCC1CCCO1)C1CC1(c1ccccc1)c1ccccc1 (stereo unspecified)	7	-0.1%
COc1cccc(NC(=O)CN2CCN(S(=O)(=O)c3ccc(C(C)C)cc3)CC2)c1	0	7.5%
COc1cccc(CC(Cc2nc3ccccc3[nH]2)c2nc3ccccc3[nH]2)c1 (stereo unspecified)	11	5.4%
Nc1ccccc1CNc1nc(NCCO)nc2c1ncn2CCN1CCOCC1	/	2.0%
COc1ccccc1-c1noc(CCC(=O)Nc2ccccc2Cl)n1	-10	0.8%
O=S(=O)(Cc1ccccc1)N1CCCCC1	/	-0.9%
O=C(CC1SCCNC1=O)Nc1cc(Cl)cc(Cl)c1 (stereo unspecified)	-9	-3.7%
COc1ccccc1NC(=O)CSc1nnc(Cn2cnc3ccccc32)o1	7	2.0%
CSC1=NC(C(Cl)(Cl)Cl)N=C(c2ccc(C)cc2)N1 (stereo unspecified)	-3	2.4%
CCn1c(C)nc2cc(C(=O)N/N=C(\C)c3ccc(N4CCOCC4)cc3)ccc21	9	-1.8%
Cc1ccc(C)c(N(C)S(=O)(=O)c2ccc3[nH]cc(C(=O)NCCN4CCOCC4)c(=O)c3c2)c1	/	2.4%
COCCCN=Cc1c(C)[nH]n(-c2ccc(Br)c(C)c2)c1=O	13	3.5%
O=C1C2C3CCC(C3)C2C(=O)N1Cc1ccco1 (stereo unspecified)	-5	-3.5%
O=C(N/N=C/c1c(O)ccc2ccccc12)c1cccc(C(F)(F)F)c1	-15	6.0%
COc1cc(-n2cnnn2)ccc1S(=O)(=O)N1CCOCC1	-2	3.5%
CCCCCC(=O)Nc1cccc(C2=NOC3(C2)C[C@@H](C(N)=O)N(C(=O)CC(c2ccccc2)c2ccccc2)C3)c1 (stereo partly specified)	7	-2.2%
O=C(Cc1nc(=O)c2ccccc2s1)Nc1ccccc1	-7	4.6%
CCOC(=O)/C(C#N)=C1/C(=O)N(Cc2ccccc2)c2ccccc21	-10	0.5%
Cc1cn(S(=O)(=O)c2ccc(Br)c3ccccc23)cn1	-6	-2.2%
COc1ccccc1Cn1c(SCC#N)nc2cc(C(=O)N3CCC4(CC3)OCCO4)ccc2c1=O	2	-5.4%
C=CCn1c(SCC(N)=O)nnc1-c1cc(Br)ccc1O	5	0.3%
Cc1ccc(S(=O)(=O)Nc2ccc3c(c2)n(C)c(=O)n3C)c(C)c1	/	2.0%
CCn1c(SCC(=O)Nc2ccccc2)nnc1-c1cccs1	13	4.0%
COc1ccc(CN2C(=O)[C@@H]3Cc4c([nH]c5ccccc45)C(C)(C)N3C2=O)cc1	/	-2.3%
COc1ccc(C2SCC(=O)Nc3c2c(C)nn3C2CCOC(C)(C)C2)cc1 (stereo unspecified)	7	1.0%
OC[C@H]1OC(Nc2ccc(N=Nc3ccccc3)cc2)[C@@H](O)[C@@H](O)[C@@H]1O (stereo partly specified)	-7	-7.4%
Clc1ccc(-c2nnc3n2CCCS3)cc1	16	-0.7%
NC(CSCc1cccc(Br)c1)C(=O)O (stereo unspecified)	-1	1.2%
Nc1nc(NCCO)nc(NCC2CCCO2)c1[N+](=O)[O-] (stereo unspecified)	-12	5.0%
Cn1c(N/N=C2\CCCc3ccccc32)nc2c1c(=O)n(Cc1ccc(F)cc1)c(=O)n2C	-9	5.3%
CN(CCO)CCOCCOc1cccc2ccccc12	41	0.4%
O=C1CN2CCC1C/C2=C\c1ccnc2c(Cl)cccc12 (stereo unspecified)	5	-3.2%
O=[N+]([O-])c1cc(F)c(N2CCOCC2)cc1N1CCCCC1	-4	-3.2%
CCN(CC)C(=S)SCC(=O)Nc1nc(=O)c2ccccc2s1	-1	8.5%
COc1ccc(CNc2nc(-c3cccnc3)nn2S(C)(=O)=O)cc1	/	-1.9%
CC(=O)N1CCC(=O)Nc2ccc([N+](=O)[O-])cc21	5	2.2%
COc1ccc(OCCOC(=O)c2cccs2)cc1	-2	6.0%
Fc1ccc(CN2CCCCCCC2)c(F)c1	-2	1.0%
OCC1(CCOc2ccccc2)CCN(Cc2ccc3cccc(F)c3n2)CC1	/	6.2%
CN1CCN(C2CC(=O)N(c3ccc4c(c3)OCCO4)C2=O)CC1 (stereo unspecified)	/	3.0%

Ordered by heavy-atom count (lowest first): part of the list above
SMILES	Mtb RmlCD inh	GlmU inhibition
NC(CSCc1cccc(Br)c1)C(=O)O (stereo unspecified)	-1	1.2%
Clc1ccc(-c2nnc3n2CCCS3)cc1	16	-0.7%
Fc1ccc(CN2CCCCCCC2)c(F)c1	-2	1.0%
CC(=O)N1CCC(=O)Nc2ccc([N+](=O)[O-])cc21	5	2.2%
COc1ccc(OCCOC(=O)c2cccs2)cc1	-2	6.0%
CN(CCO)CCOCCOc1cccc2ccccc12	41	0.4%
O=[N+]([O-])c1cc(F)c(N2CCOCC2)cc1N1CCCCC1	-4	-3.2%
CCn1c(SCC(=O)Nc2ccccc2)nnc1-c1cccs1	13	4.0%
Cc1ccc(S(=O)(=O)Nc2ccc3c(c2)n(C)c(=O)n3C)c(C)c1	/	2.0%
COc1ccc(CNc2nc(-c3cccnc3)nn2S(C)(=O)=O)cc1	/	-1.9%
OC[C@H]1OC(Nc2ccc(N=Nc3ccccc3)cc2)[C@@H](O)[C@@H](O)[C@@H]1O (stereo partly specified)	-7	-7.4%
COc1ccc(C2SCC(=O)Nc3c2c(C)nn3C2CCOC(C)(C)C2)cc1 (stereo unspecified)	7	1.0%
OCC1(CCOc2ccccc2)CCN(Cc2ccc3cccc(F)c3n2)CC1	/	6.2%
Cn1c(N/N=C2\CCCc3ccccc32)nc2c1c(=O)n(Cc1ccc(F)cc1)c(=O)n2C	-9	5.3%

Continuation.
SMILES	Mtb RmlCD inh	GlmU inhibition
O=C(N/N=C/c1ccccn1)NC12CC3CC(CC(C3)C1)C2	-13	0.5%
CCS(=O)(=O)c1ccc(O)c(NC(=O)Nc2ccccc2)c1	20	-1.6%
COc1ccc(N(CC(=O)Nc2ccc3c(c2)OCO3)S(C)(=O)=O)c(OC)c1	/	0.2%
CN1c2ccccc2C(C)(C)C12C=Nc1c(ccc3ccccc13)O2 (stereo unspecified)	32	1.6%
CCn1c(SCC(=O)NC(C)(C)C)nnc1-c1ccccn1	-4	1.5%
Cc1nc(C2CCCCC2)c(-c2ccccc2)c(N2CCOC2=O)c1C	/	-1.9%
COc1ccc(OC)c(CNC(=O)c2cc(=O)[nH]c3ccc(S(=O)(=O)N4CCCC4)cc23)c1	12	-4.0%
CCC(C)(NC(=O)c1ccccn1)C(=O)NC1CCCCC1 (stereo unspecified)	-11	4.8%
CC(CN1CCN(C)CC1)OC(=O)c1cccc(Cl)c1 (stereo unspecified)	/	0.8%
O=C(O)C1C2C=CC(O2)C1C(=O)Nc1ccc(S(=O)(=O)N2CCc3ccccc32)cc1 (stereo unspecified)	-9	-1.0%
CC(C)OC(=O)c1cn(-c2ccccc2)nc1-c1ccco1	/	-3.4%
CCOc1c(C(N)=O)c(-c2ccccc2)c2c(=O)[nH]c3ccccc3n12	42	-0.2%

Part of the list above, with two lines to a compound:
The line under a structure holds: Mtb RmlCD inh | GlmU inhibition
> Cn1c(N/N=C2\CCCc3ccccc32)nc2c1c(=O)n(Cc1ccc(F)cc1)c(=O)n2C
→ -9 | 5.3%
> OCC1(CCOc2ccccc2)CCN(Cc2ccc3cccc(F)c3n2)CC1
→ / | 6.2%
> COc1ccc(OC)c(CNC(=O)c2cc(=O)[nH]c3ccc(S(=O)(=O)N4CCCC4)cc23)c1
→ 12 | -4.0%

(continued)
SMILES	Mtb RmlCD inh	GlmU inhibition
CN(C)c1cc[nH]c(=O)c1C#N	-7	16%
C[C@@H](O)[C@H]1C(=O)N2C(C(=O)O)=C(S[C@@H]3CN[C@H](C(=O)N(C)C)C3)[C@H](C)[C@H]12	/	-6.3%
Cc1nnc(Nc2ccc(C(=O)NCCO)cc2)c2ccccc12	7	6.4%
COc1ccccc1CN1C(=O)[C@H]2Cc3c([nH]c4ccccc34)C(C)(C)N2C1=O	/	0.4%
COc1cccc(C(=O)OCC(=O)c2c[nH]c3ccccc23)c1O	-1	-5.2%
CCOC(=O)C1CCN(CC(=O)Nc2cc(S(=O)(=O)N3CCOCC3)ccc2C)CC1	8	-1.4%
CCCOc1ccc(-c2nnc(N)s2)cc1	5	2.0%
Cc1cc([N+](=O)[O-])nn1CCCC(=O)N1CCN(c2ccc(F)cc2)CC1	/	2.5%
Cc1ccccc1OCCNCC(C)O (stereo unspecified)	9	9.9%
C=CCNC(=O)/C=C/c1cccs1	-5	-3.2%
CCCCC(C(=O)OCC(=O)c1ccc(OC)cc1)N1C(=O)c2ccccc2C1=O (stereo unspecified)	/	1.3%
CCC(=NCCCN(C)C)c1c(O)n(-c2ccc(OC)cc2)c(=O)[nH]c1=O	/	1.9%
Cc1nc(Sc2ccc(Cl)cc2)c(C#N)c(C)c1[N+](=O)[O-]	-1	-1.6%
O=[N+]([O-])c1ccc(Nc2nc(NC3CCCCC3)nc(N3CCCC3)n2)cc1	14	-3.5%
COc1cc2cnncc2cc1OC	/	-2.0%
Cn1c(CSc2ccccc2)c(C#N)c2ccccc21	-6	6.1%
CCC(=O)c1cc2c(C)cc(=O)oc2c(C)c1O	/	1.9%
CCN(CC)S(=O)(=O)c1cc(C(=O)Nc2ccc(Cl)cn2)ccc1C	10	-3.8%
O=C(COC(=O)Cc1cccc(C(F)(F)F)c1)Nc1ccc2c(c1)OCCO2	-9	0.0%
COc1ccccc1OCC(=O)NCC1CCCCC1	/	-4.0%
COc1ccc(NS(=O)(=O)c2ccc(/C=C/C(=O)O)cc2)cc1S(=O)(=O)N1CCOCC1	-4	0.2%
COCCCNC(=O)c1ccc2c(=O)n(CC3CCCO3)c(=S)[nH]c2c1 (stereo unspecified)	7	-0.8%
CCOC(=O)C1=C(C)N=c2s/c(=C\c3ccc(OC(C)=O)cc3)c(=O)n2C1/C=C/c1ccccc1 (stereo unspecified)	/	2.5%
NC(=O)c1ccc(NC(=O)C2CC2)cc1	43	1.7%
CC(Sc1ccc(Cl)cc1)C(=O)Nc1ccc2c(c1)OCO2 (stereo unspecified)	/	1.0%
CCN1CCN(C(=S)NC(CC(=O)c2ccccc2)c2ccccc2)CC1 (stereo unspecified)	-12	2.0%
N=Cc1c(O)n(-c2ccccc2)c(=O)n(-c2ccccc2)c1=O	/	6.7%
Cc1ccc(NC(=S)NNC(=O)c2ccc(N3CCOCC3)c([N+](=O)[O-])c2)cc1Cl	-15	4.6%
CCOCCCNC(=O)c1cc2c(-c3ccc(Cl)cc3)nn(C)c2s1	5	-0.8%
O=C(NCc1cccnc1)c1ccc2c(=O)n(CCCN3CCCC3=O)c(=S)[nH]c2c1	/	6.3%
CSc1nc2[nH]c3c(c2c2ncnn12)CCCC3	8	1.7%
FC(F)(F)c1cc(Oc2ccccc2)nc(-c2ccccn2)n1	-8	1.5%
CCOC(=O)c1c(NC(=O)CSc2nnc(C)s2)sc2c1CCC(C)C2 (stereo unspecified)	/	3.7%
COc1nc2ccc(C)cc2cc1-c1noc(-c2ccccc2)n1	-12	-0.5%
CCCC(C)NC(=O)c1ccc(OCc2ccc(Cl)cc2)c(OC)c1 (stereo unspecified)	-4	2.3%
O=[N+]([O-])c1ccccc1NC(=S)N/N=C/c1ccc(O)c(O)c1	/	6.5%
O=C1C2C3C=CC(C3)C2C(=O)N1c1ccccc1 (stereo unspecified)	-5	3.8%
Cc1cc(=O)n2nc(-c3ccc(C(F)(F)F)cc3)sc2n1	4	8.7%
O=C(Cn1nnc(-c2ccc(F)cc2)n1)Nc1ccc2c(c1)OCCO2	2	-1.6%
Cc1ccc(C(C(=O)NCC2CCCO2)N(Cc2ccccc2F)C(=O)Cn2nnc(-c3cccs3)n2)cc1 (stereo unspecified)	/	-3.6%
COc1cc(/C=N/N(C)C)ccc1OC(=O)c1ccco1	-8	-0.6%

Source: PubChem BioAssay
